Screens from PubChem BioAssay.
V-ATPase pHluor: regulators of yeast V-ATPase proton pumping, primary screen, pHLuorin cytosolic pH fluorescence; response, % at 10 µM; actives 0.37% (n = 350,000); S. cerevisiae; in the data active = response mostly above about 7.3%, no sharp cut-off; inactive = mostly below about 5.4%; note: actives read high; inactives centre near 0; some compounds called inactive have numbers as strong as hits; reference of the scale not given here
dFosB activator: activators of delta FosB homodimer, primary screen, biochemical, fluorescence polarization, TAMRA-CDK5 oligo, single point. Protein FosB (Mus musculus), P13346. purified delta FosB; percent of positive-control signal above neutral wells. activation, % at 25 µM. actives 0.99% (n = 340,000). AID 493131, 2011;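 active = mean activation above about 17%, with every replicate also reaching it, limit read from the data, passing the limit was not always enough; inconclusive = only one of the two conditions met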;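 note: fluorescence polarization rise as delta FosB binds a TAMRA Cdk5 AP-1 oligo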
Target sequence (P13346 whole entry, looked up): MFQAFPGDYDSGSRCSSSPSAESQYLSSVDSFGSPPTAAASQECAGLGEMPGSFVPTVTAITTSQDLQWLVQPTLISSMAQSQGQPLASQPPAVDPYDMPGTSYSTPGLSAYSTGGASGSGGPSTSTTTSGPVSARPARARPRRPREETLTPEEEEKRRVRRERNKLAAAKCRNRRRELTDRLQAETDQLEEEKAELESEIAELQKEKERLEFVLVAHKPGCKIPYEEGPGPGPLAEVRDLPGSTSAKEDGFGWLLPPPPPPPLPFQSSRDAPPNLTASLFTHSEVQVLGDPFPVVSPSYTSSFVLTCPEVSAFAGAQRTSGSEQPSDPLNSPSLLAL
MITF act: activators of MITF-driven TRPM1 promoter reporter, primary screen, cell-based, SK-MEL-5, luciferase, single point | activation, % at 12.5 µM | SK-MEL-5 TRPM1-promoter luciferase, 24 h; % of positive control, neutral wells = 0 | AID 588334, 2011 | actives 0.75% (n = 300,000);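 active = mean activation of at least 80% with every replicate also reaching 80%; inconclusive = mean reaches 80% but some replicate falls short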;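 note: 0% = neutral control wells and 100% = parthenolide positive control wells; values of inactives mirror those of a sister screen read the other way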
CDK5 p35 inh: inhibitors of human CDK5/p35 kinase, primary screen, biochemical, single concentration. AID 488839, 2010. Recombinant CDK5/p35, ADP-Glo luminescence, 60 min. inhibition, % at 10 µM. actives 0.01% (n = 330,000). Cyclin-dependent kinase 5 (Homo sapiens) + Cyclin-dependent kinase 5 activator 1 (Homo …;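 active = highest replicate inhibition of at least 50% and at least 75% of replicates reaching 50%; inconclusive = only one of the two criteria met; inactive = both criteria failed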;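 note: plate controls were DMSO neutral control for no effect and GW8510 at 10 µM for full effect; many of its hits are not listed in these tables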
Target sequence (Q00535 whole entry, looked up): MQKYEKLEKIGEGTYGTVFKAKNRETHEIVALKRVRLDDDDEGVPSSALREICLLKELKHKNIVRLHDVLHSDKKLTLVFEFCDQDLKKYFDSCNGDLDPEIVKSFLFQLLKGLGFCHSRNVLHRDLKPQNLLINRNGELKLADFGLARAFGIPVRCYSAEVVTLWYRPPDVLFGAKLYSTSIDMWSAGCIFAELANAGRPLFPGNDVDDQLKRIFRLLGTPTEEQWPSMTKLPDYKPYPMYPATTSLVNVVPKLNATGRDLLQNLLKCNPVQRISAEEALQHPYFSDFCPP
Target sequence (Q15078 whole entry, looked up): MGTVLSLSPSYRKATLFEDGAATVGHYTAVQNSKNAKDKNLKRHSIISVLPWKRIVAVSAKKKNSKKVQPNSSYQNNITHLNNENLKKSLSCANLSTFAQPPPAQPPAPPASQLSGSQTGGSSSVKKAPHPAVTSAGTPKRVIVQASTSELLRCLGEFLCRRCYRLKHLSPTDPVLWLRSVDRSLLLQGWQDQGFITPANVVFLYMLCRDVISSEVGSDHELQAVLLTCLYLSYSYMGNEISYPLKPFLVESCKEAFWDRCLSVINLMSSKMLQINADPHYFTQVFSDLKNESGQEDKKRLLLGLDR
Rtt109 HAT inh: inhibitors of C. albicans Rtt109/Vps75 HAT, primary screen, biochemical, ThioGlo CoA-SH fluorescence, plate reader; actives 0.16% (n = 330,000); purified Rtt109/Vps75, 4 h; Histone acetyltransferase RTT109 (Candida albicans (strain SC5314 / ATCC MYA-2876)), …; inhibition, % at 34.9 µM; AID 540336, 2011;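 active = inhibition of at least 50% in every replicate; inconclusive = best replicate reaches 50% inhibition but some replicates fall short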
CAL PDZ FP-1: CAL PDZ peptide-binding inhibitors, primary screen, biochemical, fluorescence polarization, Cer-tagged CAL PDZ, HTS; Golgi-associated PDZ and coiled-coil motif-containing protein (Homo sapiens), Q9HD26; purified CAL PDZ, TMR-peptide fluorescence polarization, 1 h; inhibition, % at 20 µM; actives 0.02% (n = 330,000); AID 504414, 2011;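 active = highest replicate inhibition of at least 40%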;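 note: plate controls were DMSO neutral control wells for no effect and unlabeled competitor peptide control wells for full effect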
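Assay system – tagged CAL PDZ protein CerCALP, purified · Timing – 1 h at RT · Compound – single point, 20 µM · Measured by – fluorescence polarization from S- and P-plane intensities, G-factor corrected · Evaluation – inhibition from polarization loss · Probe or stimulus – TMR reporter peptide T*-PRC34 · Buffer or medium – pH 7.4 phosphate-saline buffer, reducing agent, detergent, IgG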
CAL PDZ FP-2: untagged CAL PDZ binding inhibitors, primary screen, biochemical, fluorescence polarization, HTS. purified CAL PDZ, TMR-peptide fluorescence polarization, 1 h. inhibition, % at 24.9 µM. actives 0.92% (n = 300,000). AID 602252, 2012;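 active = mean inhibition of at least 30% with at least half of replicates also reaching 30%; inconclusive = no clear call, values can overlap the other calls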;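 note: 0% = DMSO neutral control and 100% = excess unlabeled competitor peptide PRC23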
Tat export inh: E. coli Tat export inhibitors, primary screen, MC4100, TorA-mCherry reporter, fluorescence, single point; actives 0.036% (n = 340,000); inhibition, % at 10 µM; AID 488895, 2010;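 active = mean replicate inhibition at least 50% and at least half of replicates individually reaching 50%; inconclusive = only one of the two criteria met; inactive = neither criterion met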;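 note: exported cargo escapes ClpAP degradation while cytoplasmic cargo is degraded and loses fluorescence; 0% = median of neutral control wells and 100% = median of NaSCN control wells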
Wnt act: Wnt/beta-catenin pathway activators, primary screen, cell-based, plate reader, single point | Wnt/beta-catenin reporter cell assay, activator | activation, % at 9.35 µM | actives 1.2% (n = 300,000) | AID 743398, 2014; in the data active = activation above about 30%, passing the limit was not always enough; inconclusive = no clear call, values can overlap the other calls;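 note: 0% = neutral control wells and 100% = positive control wells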
RTF Ca sens act: cardiac RTF calcium sensitivity activators, primary screen, biochemical, IANBD-TnC fluorescence, EC20 calcium; Troponin I, cardiac muscle (Homo sapiens) + Troponin T, cardiac muscle (Homo sapiens) + …; actives 0.24% (n = 340,000); activation, % at 7.2 µM; AID 493008, 2010; IANBD-labeled TnC RTF fluorescence at EC20 calcium; 0% EC20 calcium, 100% full calcium;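 active = activation above the mean over all tested compounds plus 3 SD, cut at about 30% in these data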;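 note: rise in fluorescence read as greater calcium sensitivity of cardiac thin filaments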
An asterisk follows results filed as active; u = inconclusive; x = no result given.

V-ATPase pHluor	dFosB activator	MITF act	CDK5 p35 inh	Rtt109 HAT inh	CAL PDZ FP-1	CAL PDZ FP-2	Tat export inh	Wnt act	RTF Ca sens act	SMILES
-1	-4	-1	-3.1	2	-1.5	-3	3	-1	-3	COc1ccc2sc(-c3ccc(S(C)(=O)=O)cc3)c(C(=O)NCCCN3CCCC3=O)c2c1
4	-7	-4	-2.8	-2	-1.5	-1	-1	-2	5	COC(=O)c1cc(OC)c(OC)cc1NC(=O)CN1CCCCC1
-1	-9	-2	-1.4	1	-1.7	-4	-5	1	2	COc1cccc(OCC(=O)Nc2ccccc2C(=O)Nc2ccc(C(=O)O)cc2)c1
2	5	8	-1.0	-21	0.3	3	-9	-2	2	COc1ccc2nc(SCC(=O)Nc3nonc3C)[nH]c2c1
0	-7	8	-0.2	-7	-2.4	-9	12	-1	1	Cc1cc(OCC(=O)O/N=C(\N)Cc2cccs2)ccc1Br
7	-13	13	-2.8	3	-3.0	0	-2	-2	10	CC1CCN(CCCn2c(SCC(=O)Nc3ccccc3Cl)nc3ccccc3c2=O)CC1
3	-5	1	1.6	-6	1.4	-3	-6	-2	2	COc1ccc(NC(=O)COC(=O)CCc2ccc(S(=O)(=O)N3CCOCC3)cc2)cc1OC
1	3	x	-0.5	7	2.1	-2	1	-3	14	Cc1ccc(S(=O)(=O)/N=C/c2c(O)ccc3ccccc23)cc1
-1	-5	8	0.5	5	-3.0	-5	-1	x	0	CCOc1cc(/C=N/NC(=O)COc2cccc(C)c2)ccc1OC(=O)c1cccs1
0	-21	-4	-2.3	8	-0.5	-2	3	2	4	Cc1ccc(-c2nnn(CC(=O)N(CC3CCCO3)C(C(=O)NC(C)(C)C)c3ccc(F)cc3)n2)o1 (configuration not stated)
-2	0	x	-1.4	0	-2.0	-5	-5	x	2	CCn1c(COc2ccc(=O)n(-c3ccccc3)n2)nnc1SCc1ccc(C)cc1
-2	4	-14	0.2	6	-0.7	6	-3	1	1	Cc1ccc(OC(=O)COc2ccccc2C)cc1
-8	5	1	0.9	13	0.3	2	1	8	-6	CCC1=C(OC(=O)N(CC)CC)N2C(=O)OC(=NCc3ccccc3)[C@]2(C)[C@H]2C1=CC[C@H]1C(=O)NC(=O)[C@H]12
0	4	2	0.9	6	-0.2	2	-2	1	2	CCCC(=O)OCC(=O)Nc1ccc2c(c1)OCO2
3	-2	33	-3.0	0	-1.1	x	32	x	10	COc1cc(NC(=O)c2cc3nc(C4CC4)cc(C(F)(F)F)n3n2)c(OC)cc1Cl
1	-14	x	-2.4	1	-1.6	-3	3	x	-3	Cc1cccc2cc(C#N)c(N3CCN(C)CC3)nc12
5	4	7	3.8	7	-0.3	4	2	x	5	COc1cccc(Cn2nnc(C(=O)Nc3cc(C)ccc3OC)c2N)c1
0	-8	x	2.2	-4	-0.8	x	7	10	3	CCN1CCSc2ccc(C(=O)NCc3ccc(OC(C)C)cc3)cc21
-1	-4	2	-0.8	7	-0.1	-3	6	x	-5	O=C(COC(=O)CCc1c[nH]c2ccccc12)NC(c1ccccc1)c1ccccc1
2	0	13	0.3	-4	-0.3	-4	-7	0	-1	CC(C)NC(=O)C1(S(=O)(=O)c2ccccc2)CC=CC1
-2	-6	0	-1.0	5	0.1	-6	3	-1	1	O=C(CN1CCN(Cc2ccc3c(c2)OCO3)CC1)Nc1ccc(N2CCOCC2)cc1
0	-11	1	-0.1	27	0.1	7	-7	0	x	CCOC(=O)c1cc2c(C)[nH]c(C)c2cc(C(=O)OCC)c1=O
0	-2	-2	-1.0	1	0.1	-1	-6	-3	85*	CCc1ccc[n+](-c2[nH]c(=O)sc2/C=N/NC([S-])=Nc2ccccc2)c1
0	0	-2	0.6	-5	-1.8	-5	-3	-2	0	CCOC(=O)C1CCN(C(=O)CSc2nc3ncccc3[nH]2)CC1
5	-9	66	1.1	10	x	-2	-5	16	0	Cc1cc(NCCCn2ccnc2)n2nc(C)c(-c3ccccc3)c2n1
4	1	9	-1.8	-6	0.9	x	-2	0	2	CCOC(=O)N1CCN(c2ccc(S(=O)(=O)N3CCOCC3)cn2)CC1
1	-3	0	0.8	-5	-2.0	-1	12	x	-2	Nc1ccccc1Sc1ccccc1[N+](=O)[O-]
-1	5	-1	-0.6	2	1.4	-1	4	x	3	N#C/C(C(=O)NCc1ccco1)=C1/SC=C(c2ccccc2)N1c1ccccc1
0	0	-3	-0.9	2	-0.7	-5	7	9	0	CSc1ccccc1C(=O)N1CCCCC1
-2	-2	-1	1.7	2	-3.2	-4	5	-3	5	COc1cccc(-n2nnc3c(=O)n(CC(=O)Nc4cc(C)on4)cnc32)c1
x	-5	-1	2.1	-6	-0.7	-1	-15	x	2	CCC(C)(C)NC(=O)C(c1ccc(C)o1)N(Cc1cccs1)C(=O)Cn1nnc2ccccc21 (configuration not stated)
10	-6	-36	-5.9	-4	-1.0	-1	-1	0	2	CC1CCN(c2ccccc2NC(=O)c2cc3ccccc3o2)CC1
7	2	0	-0.2	-7	-0.8	-3	-2	0	-8	O=CC(=O)c1ccccc1
0	10	-9	-0.4	5	0.3	-2	-2	-3	-4	COc1cc(C(=O)Nc2sc(C(=O)N3CCOCC3)c(C)c2C#N)cc(OC)c1OC
-2	-3	5	-0.3	0	-0.2	-1	-4	-8	6	O=C(O)/C=C/c1ccc(O)c(O)c1
11	-5	1	0.7	9	-1.6	-6	-5	x	-6	CCOC(=O)c1ccccc1NC(=O)CN(c1ccccc1)S(=O)(=O)N(C)C
0	-18	0	1.7	9	-4.2	x	-14	1	6	COc1ccc(C(=O)Nc2ccc3oc(-c4cccnc4)nc3c2)cc1OC
1	-1	x	-4.5	1	-0.9	x	-7	1	7	CCCCC(O)(CCCC)C(=O)NN(C(=O)OC)c1ccc(C)cc1
2	-14	-11	0.4	-1	-1.6	5	2	-3	6	O=C(Nc1nc2ccccc2[nH]1)C1CC(=O)N(c2ccc3c(c2)OCCO3)C1 (configuration not stated)
-5	-2	x	1.4	u	x	-2	-2	2	0	CC1Cc2ccccc2N1C(=O)CCS(=O)(=O)c1cccs1 (configuration not stated)
-1	-2	19	-2.2	4	-0.7	x	1	-2	-5	COc1ccc2nc(NC(=O)CCc3ccc(OC)c(OC)c3)sc2c1
-3	-4	0	-1.5	-1	0.0	8	-1	15	5	CCN1C(=O)c2cccc3c(NC(=O)c4ccc(OC)c(OC)c4)ccc1c23
-3	-3	0	-0.7	-2	-1.4	-7	-4	-1	0	O=C(NCCCN1CCCC1=O)c1ccc(Cl)c(Cl)c1
-2	2	14	-0.8	16	0.2	8	-2	-1	0	CCCCc1nnc(NC(=O)CSc2nc(N)cc(=O)[nH]2)s1
1	-4	-9	0.8	14	-1.3	17	7	-2	-1	O=C(NC1CCCCC1)c1cc(C2CC2)nn1-c1ccccc1
-4	0	16	-1.7	-28	-1.4	0	2	x	2	CC(C)C(=O)Nc1ccccc1C(=O)OCC(=O)c1ccc2c(c1)OCCO2
3	0	-12	-3.1	-6	-0.1	-2	31	3	-4	Cc1ccc(NC(=O)COc2ccc(C(=O)c3ccccc3)cc2)c(O)c1
0	-5	x	2.2	4	-1.6	-2	3	x	-2	Cc1ccc(SCCC(=O)Nc2cccc(N(C)S(C)(=O)=O)c2)cc1
3	3	15	-1.9	4	1.6	0	6	0	-6	COc1cc(C#Cc2c(-c3cncn3C)n(C)c3ccc(-c4ccc(OC)c(OC)c4)cc23)cc(OC)c1
-1	-5	10	0.7	-2	-1.0	5	2	x	-9	CCOC(=O)c1cc(CC)sc1NC(=O)Cc1ccsc1
-1	-5	7	-0.5	-3	-4.0	-3	-4	-1	-3	O=C1CSC(c2cccc([N+](=O)[O-])c2)N1c1ccc(O)cc1 (configuration not stated)
1	-5	5	-0.1	-16	0.1	-2	-3	x	-4	CCOC(=O)C1CCN(C(=O)CCCN2C(=O)c3ccccc3C2=O)CC1
1	-2	17	1.4	0	0.6	-5	-2	-1	1	O=C(Oc1ccc(Cl)cc1)c1ccc(N2CCOCC2)c([N+](=O)[O-])c1
4	-8	x	0.4	1	-1.6	1	-1	x	0	O=C(OCCOc1ccccc1Cl)c1ccc(-n2cnnn2)cc1
1	3	x	-1.3	x	-2.7	0	-5	-5	7	CCN(CC)S(=O)(=O)c1ccc(C(=O)Oc2ccc3c(c2)OCO3)cc1
1	-3	80	2.7	11	-0.6	4	-7	x	8	Fc1ccccc1Nc1n[nH]c(=S)s1
-7	-3	5	-0.4	2	-0.4	-6	-2	2	0	Cc1cc(C(=O)COC(=O)c2ccc(NC(=O)CC#N)cc2)c(C)n1CCc1ccc(F)cc1
-2	-6	73	2.3	7	-1.9	-1	u	0	6	Cc1ccc(NC(=S)NCCC2=CCCCC2)cc1
6	-3	53	-2.9	-3	0.0	0	1	x	-5	Clc1cccc(-c2cc3nc4c(c(NCc5ccco5)n3n2)CCCC4)c1
3	-2	-3	-1.0	8	-3.1	-2	2	-2	0	Cc1ccccc1NC(=S)N(CCc1c(C)[nH]c2ccc(F)cc12)Cc1cccnc1

The listing continues.
V-ATPase pHluor	dFosB activator	MITF act	CDK5 p35 inh	Rtt109 HAT inh	CAL PDZ FP-1	CAL PDZ FP-2	Tat export inh	Wnt act	RTF Ca sens act	SMILES
-2	-10	7	-0.5	4	-0.7	-5	5	-4	-14	Cc1ccc(NC(=O)c2ccccc2OCC(=O)c2ccc(F)cc2)cc1
0	-4	55	-0.3	1	-1.7	-1	-2	45*	8	COc1ccc(/C(N)=N/OC(=O)CSc2ccccc2)cc1OC
2	-5	x	-0.7	4	-1.3	-5	5	-2	-2	Cc1cc(Cl)ccc1NC(=O)CSc1nnc(Cc2cccs2)n1Cc1ccco1
0	21*	5	0.9	-9	-1.4	0	0	-4	-2	COc1ccc(-n2nc(C(=O)NCC(=O)Nc3cc(OC)c(OC)c(OC)c3)c3ccccc3c2=O)cc1Cl
-1	0	3	-0.7	-3	-0.2	-2	8	3	9	O=C(Cc1ccc(Br)cc1)NNC(=O)c1cccs1
-2	-2	2	4.1	2	-0.7	-3	3	-3	-1	C=C(C)C1CC=C(C)/C(=N/NC(=O)c2ccccc2[N+](=O)[O-])C1 (configuration not stated)
3	0	13	x	-5	-2.4	-2	1	6	-3	C=CCC1(CC=C)CCCN1C(=O)c1cc(COc2ccc(C)nc2)on1

The order is random; overall some 4.1% were active at least once.
